# CHT block: inhibits the human high affinity choline transporter; CHT-expressing cells, membrane potential dye, choline response; active compounds read low; B-score at 10 µM; hit rate 0.86% among 310,000; AID 488975;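 active = B-score over 3 SD under the library average, and starting fluorescence ratio not unusually high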;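 also: choline stimulus applied at its EC90 after an EC20 pre-addition; B-score computed on integrated fluorescence ratio after choline addition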
# Target sequence (Q9GZV3 whole entry, looked up): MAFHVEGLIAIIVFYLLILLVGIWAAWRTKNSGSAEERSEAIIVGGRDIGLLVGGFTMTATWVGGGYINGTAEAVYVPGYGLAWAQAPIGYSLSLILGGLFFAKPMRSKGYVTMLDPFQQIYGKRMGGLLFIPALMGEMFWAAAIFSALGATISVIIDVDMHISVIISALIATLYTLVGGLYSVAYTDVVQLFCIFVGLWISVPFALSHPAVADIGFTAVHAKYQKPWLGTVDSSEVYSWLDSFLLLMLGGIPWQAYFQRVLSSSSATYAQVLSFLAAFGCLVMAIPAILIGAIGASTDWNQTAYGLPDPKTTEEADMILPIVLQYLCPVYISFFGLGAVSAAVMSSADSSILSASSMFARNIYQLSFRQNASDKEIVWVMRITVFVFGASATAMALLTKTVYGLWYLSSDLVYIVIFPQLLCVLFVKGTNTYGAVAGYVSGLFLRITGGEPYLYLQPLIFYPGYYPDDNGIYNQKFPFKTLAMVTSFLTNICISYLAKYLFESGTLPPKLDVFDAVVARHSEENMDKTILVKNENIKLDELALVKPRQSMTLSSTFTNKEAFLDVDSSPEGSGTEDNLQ
# Kir21 inh: blocks the mouse Kir2.1 inward-rectifier potassium channel; HEK293-Kir2.1, FluxOR thallium flux fluorescence; active compounds read low; B-score at 10 µM; hit rate 0.85% among 310,000;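 active = fluorescence ratio B-score at or below minus 3 SD of library scores, with starting-brightness B-score within 2 SD, cut at about -4.2 in these data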;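 also: channel flux triggered by added potassium and thallium sulfate stimulus; B-score of peak minus minimum fluorescence over baseline after thallium stimulus; more negative B-score means stronger Kir2.1 block with less thallium influx; some compounds called inactive have numbers as strong as hits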
# Target sequence (P35561 whole entry, looked up): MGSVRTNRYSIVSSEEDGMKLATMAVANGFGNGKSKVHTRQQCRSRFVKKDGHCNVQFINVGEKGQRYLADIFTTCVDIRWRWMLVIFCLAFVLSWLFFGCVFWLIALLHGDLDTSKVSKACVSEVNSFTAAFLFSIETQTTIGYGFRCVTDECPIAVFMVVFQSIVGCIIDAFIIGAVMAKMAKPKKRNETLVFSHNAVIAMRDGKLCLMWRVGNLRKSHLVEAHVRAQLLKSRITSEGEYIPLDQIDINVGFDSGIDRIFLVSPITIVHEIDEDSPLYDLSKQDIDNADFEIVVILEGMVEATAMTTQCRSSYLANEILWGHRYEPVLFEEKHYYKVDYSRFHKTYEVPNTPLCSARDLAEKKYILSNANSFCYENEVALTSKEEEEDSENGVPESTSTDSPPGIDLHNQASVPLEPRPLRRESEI
# KCNQ2 block: KCNQ2 potassium channel inhibitors, primary screen, cell-based, CHO-K1, FluxOR thallium flux, B-score (AID 2156); O88943; 20 min; active compounds read low; B-score at 10 µM; hit rate 1.1% among 310,000;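 active = fluorescence ratio B-score at most minus 3 library SDs, with starting brightness B-score within 2 library SDs, cut at about -5.5 in these data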
# * = called active by the depositor; i = inactive; / = no result given. Random draw from the library; about 2.6% have a hit in one of these screens.
# Order of values: CHT block, Kir21 inh, KCNQ2 block
> CC(C)(C)NC(=O)NC(=O)CN1CCN(S(=O)(=O)c2ccccc2)CC1
    i, 0.67, i
> Cc1ccc(S(=O)(=O)CC(=O)Nc2ccc(Cl)cn2)cc1
    i, 0.51, i
> O=C1CCC/C(=N/NC(=O)c2ccc(NS(=O)(=O)c3cccs3)cc2)C1
    i, -0.23, i
> C[C@@H](NC(=O)c1nc[nH]c1C(=O)NCC(=O)OCc1ccccc1)c1ccccc1
    i, -0.44, i
> CCOc1cc(NC(=O)c2ccccn2)c(OCC)cc1NC(=O)CC(C)C
    /, 0.98, i
> O=C(O)CCC(=O)Nc1sc2c(c1C(=O)Nc1ccccc1)CCCCC2
    i, 0.75, i
> COC(=O)c1ccc(NC(=O)CSC2=Nc3ccccc3C3CC=NN23)cc1 (configuration not stated)
    i, -0.66, i
> Cc1ccc(CCNc2ccccc2C)cn1
    i, 0.97, i
> CCOC(=O)CSc1nc(N)cc(=O)[nH]1
    i, 1.1, i
> Cc1ccc(NC(=O)CN(C)C(=O)COC(=O)C2=COCCO2)cc1
    i, -0.59, i
> CCc1nnc(NC(=O)CSc2nnc(-c3ccccc3NC(=O)c3ccccc3)o2)s1
    i, -1.2, i
> CCCCCCN=CC1=C(O)CC(C)(C)CC1=O
    i, -0.49, i
> O=C(Nc1ccc(Cl)cc1)N1CCN(C(=O)C2CCCO2)CC1 (configuration not stated)
    i, 0.17, i
> O=C(CCC(=O)NNc1nc2ccccc2c2nc(-c3ccccc3)nn12)NCCCN1CCOCC1
    i, -1.3, i
> CNCCCC1Sc2ccccc2Oc2ccccc21 (configuration not stated)
    i, -6*, i
> COc1ccc([N+](=O)[O-])cc1N(CC(=O)NCc1ccco1)S(C)(=O)=O
    i, 0.74, i
> C=CCNC(=S)N1CCC(C(=O)c2ccc3c(c2)OCCO3)CC1
    i, -0.22, i
> O=C(N/N=C/c1ccc(Cl)cc1Cl)c1cccc(N2CCCC2=O)c1
    i, 0.46, i
> Nc1nc(Nc2ccccc2)nc(C(F)(F)F)n1
    i, 0.31, i
> COc1ccc(C2=NN(CN3C(=O)C(=O)c4ccccc43)C(c3ccc(C)cc3)C2)cc1 (configuration not stated)
    i, 1.7, i
> O=C(CNC(=O)c1ccccc1)OCc1cccc([N+](=O)[O-])c1
    i, -0.7, i
> O=C(CCc1ccccc1)OCCN1CCOCC1
    i, -0.24, i
> COC(=O)C1=NNC2(c3ccc(Cl)cc3)C(=O)N(c3ccc(Cl)cc3)C(=O)C12 (configuration not stated)
    i, 1.1, i
> CC1(c2ccc([N+](=O)[O-])cc2)Nc2ccccc2S1 (configuration not stated)
    i, -2.2, i
> CCOC(=O)c1ccccc1NC(=O)CN(c1ccc(OCC)cc1)S(C)(=O)=O
    /, 0.25, i
> N#Cc1nc(Cc2ccccc2)oc1N1CCN(c2ccccc2)CC1
    i, -0.23, i
> COc1ccc(C(=O)CN2C(=O)NC3(CCCc4ccccc43)C2=O)cc1 (configuration not stated)
    i, 1.2, i
> CC(C)NC(C(=O)Nc1cc(Cl)cc(Cl)c1)c1ccccc1 (configuration not stated)
    i, -0.83, -8.1*
> Cc1nc2cc(NC(=O)N3CCCC3)ccc2n1C
    i, -0.24, i
> COc1ccccc1C(=O)Nc1nnc(CCc2ccccc2)s1
    i, -2.2, i
> CCOC(=O)C1CCN(C(=O)C2CCCN(S(=O)(=O)c3ccc(OCC)c(Cl)c3)C2)CC1 (configuration not stated)
    i, 2, i
> COc1ccc(CN2C(=O)c3ccccc3C2C(=O)NCc2cccnc2)c(OC)c1 (configuration not stated)
    i, 0.09, i
> O=S(=O)(NCc1nc(-c2ccccc2)no1)c1ccc(F)cc1
    i, -6.3, i
> NC(=O)NC(=O)C[n+]1cccc(/C=N/O)c1
    i, -2.8, i
> COc1ccc(CCNC(=O)C2CCN(S(=O)(=O)N3CCC4(CC3)OCCO4)CC2)cc1OC
    i, -0.4, i
> Cc1ccccc1C(=O)NNC(=S)NC(=O)c1cccs1
    i, -0.2, i
> Cc1cc(O)c2c(c1)C(O)(C1OC(CO)C(O)C(O)C1O)c1cccc(O)c1C2=O (configuration not stated)
    i, 0.56, i
> CCCC1O[C@@H]2C[C@H]3[C@@H]4CCC5=CC(=O)C=C[C@]5(C)[C@H]4[C@@H](O)C[C@]3(C)[C@]2(C(=O)CO)O1 (some centres not stated)
    i, -0.92, i
> Cc1nc2ccccc2c(N)c1C(=O)/C=C/c1ccccc1
    i, -3.2, i
> Cc1ccc2nc3c(nc2c1C)C(O)=C3O
    i, -1, i
> S=C1NCN(Cc2ccco2)CN1CCc1ccccc1
    i, -0.58, i
> Cc1ccccc1C(=O)NC(=S)NC1CCSC1=O (configuration not stated)
    i, 0.84, i
> COc1cc(C)ccc1OCCCCN1CC(C)OC(C)C1 (configuration not stated)
    i, 0, i
> N#Cc1cnc(NN)nc1
    i, 0.77, i
> CC1CCC(NC(=O)C(NS(=O)(=O)c2cccc3nsnc23)C(C)C)CC1 (configuration not stated)
    i, -1.3, i
> Cc1cccc(-c2noc(CNC(=O)Nc3ccc(F)cc3)n2)c1
    i, 1.2, i
> Cc1cc(Nc2ccccc2)cc(=O)n1C
    i, 1.4, i
> CCN(CC)c1ccc(C(=O)n2cnc3ccccc32)cc1
    i, 0.49, i
> Cc1ccc(NC(=O)CN(CCc2ccccc2)S(C)(=O)=O)cc1
    i, -0.08, i
> COc1ccc(C(OC(=O)c2ccco2)C(=O)NCc2ccco2)cc1 (configuration not stated)
    i, 2.2, i
> CCCn1c(N)c(N(CCOC)C(=O)c2cc(-c3ccco3)nc3ccccc23)c(=O)[nH]c1=O
    i, -0.06, i
> COc1ccc([N+](=O)[O-])cc1C(=O)NC1CCN(Cc2ccccc2)CC1
    i, -0.77, i
> CCOC(=O)C1C(=O)NC(c2ccccc2)=NC1c1cccc(Br)c1 (configuration not stated)
    i, 1.1, i
> Cc1cccc(Oc2ccc(Cl)cc2N)c1
    i, -1.6, i
> Cc1cccc(CN2C(=O)c3ccccc3Sc3ccc(C(=O)O)cc32)c1
    i, 0.42, i
> CCCOC(=O)c1cccc(NC(=O)C(C)(C)C)c1
    i, -0.14, i
> Fc1ccccc1C(c1nnnn1C1CCCC1)N1CCN(Cc2ccccc2)CC1 (configuration not stated)
    i, 0.07, i
> CCCCCCn1cc(C(=O)OCC)c(=O)c2cc(F)c(F)cc21
    i, -0.2, i
> N#CC(CC(=O)c1ccc(F)cc1)c1ccc2c(c1)OCO2 (configuration not stated)
    i, 0.02, i
> N/C(=N\OC(=O)c1ccc(Cl)c(Cl)c1)c1cccc(CSc2ccccn2)c1
    i, 1.4, i

# Complete entries, quoted from the list. Order of screens: CHT block | Kir21 inh | KCNQ2 block
# CCOC(=O)C1CCN(C(=O)C2CCCN(S(=O)(=O)c3ccc(OCC)c(Cl)c3)C2)CC1 (configuration not stated) as listed: i | 2 | i
# CCN(CC)c1ccc(C(=O)n2cnc3ccccc32)cc1 as listed: i | 0.49 | i
# Cc1cccc(Oc2ccc(Cl)cc2N)c1 as listed: i | -1.6 | i
# COc1ccc(CN2C(=O)c3ccccc3C2C(=O)NCc2cccnc2)c(OC)c1 (configuration not stated) as listed: i | 0.09 | i
# CC1CCC(NC(=O)C(NS(=O)(=O)c2cccc3nsnc23)C(C)C)CC1 (configuration not stated) as listed: i | -1.3 | i

# The listing continues.
molecule | CHT block | Kir21 inh | KCNQ2 block
Cc1ccc(S(=O)(=O)N2CCc3ccccc3C2CC(=O)O)cc1 (configuration not stated) | i | 1.4 | i
CCCC(=O)N1CC(=O)Nc2ccc(Br)cc2C1c1ccc(F)cc1 (configuration not stated) | i | -0.01 | i
CC(C)n1c(NCc2ccc(Cl)cc2)nc2ccccc21 | i | 0.04 | i
CC(C)COc1ccc(C(=O)N2C(=O)c3ccc(N)cc3C2=O)cc1 | i | -0.22 | i
COc1ccc(NC(=O)CCNS(=O)(=O)c2ccc(NC(C)=O)cc2)cc1Cl | i | 0.74 | i
COc1ccc(-c2nc(C#N)c(NCc3ccccc3Cl)o2)cc1 | i | -1.1 | i
COCCn1c(NC(=S)NC(=O)C23CC4CC(CC(C4)C2)C3)cc(=O)[nH]c1=O | i | 1 | i
Cn1c(=O)c2cc(S(=O)(=O)NC(Cc3ccccc3)C(=O)NCC3CCCO3)ccc2n(C)c1=O (configuration not stated) | i | 1.1 | i
COCCN1C(=O)c2ccccc2C(C(=O)N2CCN(c3ccccc3)CC2)C1c1ccc(F)cc1 (configuration not stated) | i | -0.82 | i
CN(C)CCN(Cc1cccs1)S(=O)(=O)c1csc(C(N)=O)c1 | i | 0.7 | i

# Reprinted at random: two entries already listed.
molecule | CHT block | Kir21 inh | KCNQ2 block
COCCn1c(NC(=S)NC(=O)C23CC4CC(CC(C4)C2)C3)cc(=O)[nH]c1=O | i | 1 | i
Cc1ccc(S(=O)(=O)N2CCc3ccccc3C2CC(=O)O)cc1 (configuration not stated) | i | 1.4 | i

# Next results:
molecule | CHT block | Kir21 inh | KCNQ2 block
O=C(CSc1nnc(-c2ccco2)o1)NC1CCCCC1 | i | 1.1 | i
CCN(CC)c1ccc(/C=N/N2CCN(Cc3ccccc3Cl)CC2)c(O)c1 | i | -1.6 | i
CCOc1ccc(N(CC(=O)Nc2ccc(F)c(F)c2)S(=O)(=O)c2c(C)noc2C)cc1 | i | -1.3 | i
COc1cc(/C=C/C(=O)N2CCN(CC(O)COc3ccccc3)CC2)cc(OC)c1OC (configuration not stated) | i | 0.27 | i
CN1CCN(c2ccc(Cl)cc2NC(=O)c2nn(-c3ccccc3)c(=O)c3ccccc23)CC1 | / | -0.02 | i
COc1ccc(CC(=O)Nc2cc(=O)n(C)c(=O)n2C)cc1OC | i | -0.72 | i
CC1(C)CC(=O)C(C=NCC2CCN(C(=O)Cc3ccccc3)CC2)=C(O)C1 | i | -0.43 | i
CC1CCCN(S(=O)(=O)c2ccc(C(=O)Nc3nnc(C4CC4)o3)cc2)C1 (configuration not stated) | i | -1.2 | i
O=C(CSc1nc2ccccc2s1)c1cc2ccccc2o1 | i | -1.7 | i
CCOc1ccc(C2NC(=O)NC(C)=C2C(=O)OCc2ccccc2)cc1 (configuration not stated) | i | -0.62 | i
CCN(C(=O)CCN1C(=O)c2ccccc2C1=O)C1CCCCC1 | i | -2.3 | i
COC(=O)C(C)Oc1ccc(Cc2ncc(C(F)(F)F)cc2Cl)cc1 (configuration not stated) | i | 1.5 | i
Cc1nc2c(nnn2Cc2ccccc2Cl)c(=O)[nH]1 | i | 0.24 | i
CC(/C=N/NC(=O)c1ccc(Cn2cc([N+](=O)[O-])cn2)o1)=C\c1ccccc1 | i | 1 | i
O=C(CN1C2=NCCCN2c2ccccc21)c1ccc(Br)s1 | i | 0.44 | i
Cc1ccc(S(=O)(=O)N(C)C)cc1NC(=O)CCNC(=O)c1ccccc1Cl | i | -1.9 | i
Cn1cccc1Cc1nnc(SCC(=O)Nc2ccccc2F)n1CCc1ccccc1 | i | -1.1 | i
CCS(=O)(=O)Nc1ccc(C2=NN(S(=O)(=O)CC)C(c3cccs3)C2)cc1 (configuration not stated) | i | 0.98 | i
CCc1ccc(N(CC(=O)NC2CCCCC2)C(=O)CNC(=O)c2ccco2)cc1 | i | -0.28 | i
Clc1ccc(-c2nnc(-c3ccccc3)c(-c3c[nH]c4ccccc34)n2)cc1 | i | 0.06 | i
CCCCC(=O)NNC(=S)NC(=O)c1ccc(C)cc1 | -9.1* | -1.8 | i
O=C1c2ccccc2C(Nc2ccc(Cl)cn2)N1Cc1ccccc1 (configuration not stated) | i | 0.25 | -6.5*
CCCCNC(=O)CSc1nc2ccc(C)cc2[nH]1 | i | -1.1 | i
CCCn1c(N)cc(=O)n(CCC)c1=O | i | 0.13 | i
CCOC(=O)N1N=C(c2ccccc2)CC1(O)C(C)(F)F (configuration not stated) | i | -0.2 | i
CCC(Sc1ccc(Cl)cc1)C(=O)Nc1nnc(-c2cccc([N+](=O)[O-])c2)s1 (configuration not stated) | i | 1.1 | i
CCOc1ccc(C(C)=O)cc1CN1C(=O)NC(C)(C2CC2)C1=O (configuration not stated) | i | 1.2 | i
CN1CCN(CCCNC(=O)c2ccc(Cn3c(=S)[nH]c4ccc(Br)cc4c3=O)cc2)CC1 | i | 0.13 | i
COC(=O)c1ccc(C(c2c(N)n(Cc3ccccc3)c(=O)n(C)c2=O)N2CCOCC2)cc1 (configuration not stated) | i | 1.8 | i
CC(C)(C(=O)c1ccccc1)/[N+]([O-])=C/c1ccccc1 | i | -0.81 | i
Cc1nc(N2CCOCC2)c2c(C)c(C(=O)Nc3ccc(F)cc3F)sc2n1 | i | 1.7 | i
COc1ccc(C(=O)CN2C(=O)NC3(CCc4ccccc43)C2=O)cc1 (configuration not stated) | i | -0.27 | i
CCOC(=O)Nc1cc(OC)c(OC)cc1Cc1nccc2cc(OC)c(OC)cc12 | i | -2.1 | i
CCOC(=O)N1CCC(NC(=O)c2cc(S(=O)(=O)N3CCCC3)cn2C)CC1 | i | 1.2 | i
Cc1ccc(CC(CC(=O)O)C(=O)Nc2ccc(Cl)cc2)cc1 (configuration not stated) | i | -0.4 | i
COc1ccc(C2=CC(=O)CC(c3ccc(F)cc3)C2)cc1 (configuration not stated) | i | 0.49 | i
O=C(CN1CCCCC1)NCCNC(=O)CN1CCCCC1 | i | -1.2 | i
Cc1ccc(C)c(NC(=S)NNC(=S)Nc2ccc(C(C)C)cc2)c1 | i | -0.24 | i
